# Screens deposited in PubChem BioAssay by Sanford-Burnham Center for Chemical Genomics.
# SENP6 block = SENP6 protease inhibition. inhibition, % at 10 µM. AID 2599. 330,000 tested, 1.8% active. Recombinant SENP6 catalytic domain, aminoluciferin luminescence. Q9GZR1;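 active = inhibition above about 50% at the single tested dose, limit read from the data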;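 also: plate controls were DMSO wells with enzyme for no effect and DMSO wells lacking enzyme for full effect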
# SENP7 inh = inhibitors of human SENP7 protease | Q9BQF6 | recombinant SENP7, Z-RLRGG-aminoluciferin luminescence, 40 min | inhibition, % at 5 µM | 330,000 tested, 1.5% active | AID 434973;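 active = inhibition above about 50% at the single test dose, limit read from the data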;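 also: plate controls were DMSO with enzyme for no effect and no enzyme buffer wells for full effect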
# Target sequence (Q9BQF6 706-1050 limits assumed): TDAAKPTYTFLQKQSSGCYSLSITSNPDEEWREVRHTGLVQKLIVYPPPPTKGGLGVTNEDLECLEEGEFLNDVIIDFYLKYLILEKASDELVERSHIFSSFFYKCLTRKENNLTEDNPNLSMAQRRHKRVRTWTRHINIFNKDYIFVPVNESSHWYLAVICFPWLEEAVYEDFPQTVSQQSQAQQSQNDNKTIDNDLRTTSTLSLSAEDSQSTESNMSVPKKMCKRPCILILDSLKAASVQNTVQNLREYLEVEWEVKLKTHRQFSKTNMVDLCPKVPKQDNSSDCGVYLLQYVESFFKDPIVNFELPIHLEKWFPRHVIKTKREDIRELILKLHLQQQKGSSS
# SENP8 inh = inhibitors of human SENP8 protease; Q96LD8; recombinant SENP8, Nedd8 substrate fluorescence; inhibition, % at 20 µM; 360,000 tested, 0.64% active; in the data active = inhibition mostly above about 40%, no sharp cut-off; inactive = mostly below about 27%
# Target sequence (Q96LD8 whole entry, looked up): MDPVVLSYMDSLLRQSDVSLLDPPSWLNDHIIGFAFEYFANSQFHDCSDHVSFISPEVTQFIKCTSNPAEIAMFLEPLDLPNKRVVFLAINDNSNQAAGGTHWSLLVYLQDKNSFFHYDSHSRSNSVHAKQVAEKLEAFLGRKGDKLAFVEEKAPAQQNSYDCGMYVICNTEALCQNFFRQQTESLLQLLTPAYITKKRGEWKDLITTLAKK
# ATG4B inh = inhibitors of human ATG4B cysteine protease. AID 504462. ATG4B cleavage of LC3-PLA2, NBD-HPC fluorescence, 1 h. Q9Y4P1. 340,000 tested, 0.51% active. inhibition, % at 8.33 µM; in the data active = inhibition above about 40%
# Target sequence (Q9Y4P1 whole entry, looked up): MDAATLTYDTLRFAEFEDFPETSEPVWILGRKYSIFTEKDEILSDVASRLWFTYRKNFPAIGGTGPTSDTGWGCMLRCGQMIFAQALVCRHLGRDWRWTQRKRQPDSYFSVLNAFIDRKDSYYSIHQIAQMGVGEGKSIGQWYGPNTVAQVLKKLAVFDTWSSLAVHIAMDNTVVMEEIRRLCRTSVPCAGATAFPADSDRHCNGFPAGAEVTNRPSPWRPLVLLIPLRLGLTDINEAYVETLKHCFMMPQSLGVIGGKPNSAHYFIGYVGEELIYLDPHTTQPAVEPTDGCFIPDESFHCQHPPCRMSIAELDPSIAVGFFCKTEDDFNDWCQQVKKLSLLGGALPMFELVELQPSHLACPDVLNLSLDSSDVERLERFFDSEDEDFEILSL
# GRIN3A LBD mod = NR3A (human) ligand-binding domain modulation | 340,000 tested, 2.5% active | NR3A LBD differential scanning fluorimetry, Tm shift; 0% = protein alone, 100% = glycine-bound protein | Tm shift relative to glycine control, % at 25 µM;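 active = melting temperature shift of at least 10% of the positive control shift, at one fixed dose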
# MPTP block = permeability transition pore inhibition; isolated mouse mitochondria, Ca2+ swelling absorbance, 30 min; inhibition, % at 10 µM; 360,000 tested, 1.4% active;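 active = inhibition of 50% or more, scaled per plate between neutral and stimulator controls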;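 also: 0% = DMSO wells given calcium and 100% = 1 mM EGTA wells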
# PfG6PD inh = PfG6PD (Plasmodium falciparum) enzyme inhibition. PfGluPho enzyme, NADPH resazurin-diaphorase fluorescence. 350,000 tested, 0.78% active. inhibition, % at 20 µM;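 active = inhibition reaching at least a set limit at 20 µM in the primary screen, cut at about 59% in these data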;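 also: 0% = DMSO wells with substrate and 100% = DMSO wells lacking glucose-6-phosphate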
# HKDC1 inhibitor = inhibitors of human hexokinase HKDC1; Q2TB90; recombinant HKDC1, G6PDH/diaphorase resazurin coupled fluorescence; 340,000 tested, 0.16% active; inhibition, % at 20 µM;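 active = inhibition above about 35% when tested at 20 µM, limit read from the data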;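 also: plate controls were DMSO wells with enzyme for no effect and DMSO wells lacking enzyme for full effect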
#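 Assay system – recombinant HKDC1 (HK5) hexokinase enzyme, produced in-house · Input – HKDC1 at 5 µg/mL · Reagent – glucose plus 1 mM ATP as hexokinase substrates · Timing – 90 min reaction incubation at room temperature, dark · Measured by – G6PDH/diaphorase-coupled fluorescence, 1 mM NADP, 100 µM resazurin, 525/613 nm · Benchmarks – DMSO-enzyme wells negative, buffer-substituted wells positive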
# Numbers without * were called inactive; . = not tested or not shown; & = joins results of further samples. The order is random. Share with any hit: about 6.9%.
no.	canonical_smiles	SENP6 block	SENP7 inh	SENP8 inh	ATG4B inh
1	O=C(/C=C/c1ccccc1)OCc1cnc(Cl)s1	-17.1	1.7	1.4	0.9
2	O=C(Nc1nnc(C2CC2)s1)c1cc(S(=O)(=O)N2CCN(c3ccccc3)CC2)ccc1Cl	-10.2	-3.3	-2.8	14.1
3	Cc1ccc(NC2=NC(c3ccc(F)cc3)n3c(nc(C)cc3=O)N2)c(C)c1 (centres undefined)	-9.3	-3.4	-49.7	5.5
4	O=C(c1cc(=O)[nH]c2ccccc12)N1CCN(S(=O)(=O)c2ccc3ccccc3c2)CC1	-6.3	-2.0	-214.7	-18.8
5	C/C(CC(=O)Nc1ccc(N(C)C)cc1)=N\NC(=O)Cc1csc(N)n1	11.1	-0.3	24.4	5.2
6	Cc1cccc(/C=N/NC(=O)c2ccc(NC(=O)c3ccc(Cl)cc3)cc2)n1	24.0	0.8	1.5	9.4
7	O=C(Nc1cccc(S(=O)(=O)N2CCCCC2)c1)C1CCCN1S(=O)(=O)c1ccccc1F (centres undefined)	-3.9	1.2	-0.9	-3.8
8	CC(C)[C@H](NC(=O)c1ccccc1F)C(=O)NC1CCCCC1	-0.1	8.7	-2.1	-6.1
9	CC(=O)C1=C(C)NC2=C(C(=O)CC(C)(C)C2)C1C (centres undefined)	-6.7	3.1	-114.5	0.3
10	CSc1cccc(NC(=O)c2nnn(Cc3ccccc3)c2N)c1	4.5	-3.4	12.1	5.5
11	O=C1N=C(N2CCOCC2)S/C1=C\c1ccc(-c2ccccc2Cl)o1	-4.7	5.0	-281.8	-11.1
12	NS(=O)(=O)c1ccc(CCNC(=O)c2ccc3c(c2)OCCO3)cc1	-8.6	-5.3	5.5	4.9
13	CC(OC(=O)c1cc(=O)c2ccccc2o1)C(=O)c1ccccc1 (centres undefined)	-29.2	-4.4	12.2	1.8
14	O=C(NCCCO)C(=O)Nc1cc2c3c(c1)CCN3C(=O)CC2	-15.0	-1.7	14.8	-3.1
15	CC(C)(C)n1nc2c(c1NC(=O)c1cccc(Cl)c1)CS(=O)(=O)C2	-10.3	6.2	14.5	-2.5

no.	GRIN3A LBD mod	MPTP block	PfG6PD inh	HKDC1 inhibitor
1	2.6	-0.8	0.8	-3.6
2	-3.0	-1.4	-34.4	3.0
3	-6.2	-2.4	0.5	0.8
4	-3.5	0.2	-12.0	2.9
5	-1.8	-0.5	-7.8	-4.2
6	-3.0	0.0	-3.2	-3.1
7	1.9	-0.3	4.4	-2.6
8	-2.9	0.0	-2.3	-5.5
9	1.7	-1.1	-9.9	-7.0
10	-10.0	5.1	15.5	-1.0
11	1.3	3.0	3.2	-8.5
12	-2.0	-1.4	-18.4	2.7
13	0.6	-0.1	4.8	-1.1
14	-0.1	1.0	0.9	1.8
15	0.8	-0.2	1.0	-3.9

# Ordered by the number under ATG4B inh (rising): 3 from the list above.
no.	SMILES	SENP6 block	SENP7 inh	ATG4B inh	GRIN3A LBD mod	MPTP block	PfG6PD inh	HKDC1 inhibitor
1	O=C(/C=C/c1ccccc1)OCc1cnc(Cl)s1	-17.1	1.7	0.9	2.6	-0.8	0.8	-3.6
13	CC(OC(=O)c1cc(=O)c2ccccc2o1)C(=O)c1ccccc1 (centres undefined)	-29.2	-4.4	1.8	0.6	-0.1	4.8	-1.1
10	CSc1cccc(NC(=O)c2nnn(Cc3ccccc3)c2N)c1	4.5	-3.4	5.5	-10.0	5.1	15.5	-1.0

# Complete entries, looked up by structure. Order of screens: SENP6 block | SENP7 inh | SENP8 inh | ATG4B inh | GRIN3A LBD mod | MPTP block | PfG6PD inh | HKDC1 inhibitor
# Shown for O=C(NCCCO)C(=O)Nc1cc2c3c(c1)CCN3C(=O)CC2 = -15.0 | -1.7 | 14.8 | -3.1 | -0.1 | 1.0 | 0.9 | 1.8
# Shown for Cc1ccc(NC2=NC(c3ccc(F)cc3)n3c(nc(C)cc3=O)N2)c(C)c1 (centres undefined) = -9.3 | -3.4 | -49.7 | 5.5 | -6.2 | -2.4 | 0.5 | 0.8
# Shown for O=C1N=C(N2CCOCC2)S/C1=C\c1ccc(-c2ccccc2Cl)o1 = -4.7 | 5.0 | -281.8 | -11.1 | 1.3 | 3.0 | 3.2 | -8.5

# (continued)
no.	canonical_smiles	SENP6 block	SENP7 inh	SENP8 inh	ATG4B inh
16	O=S(=O)(NCC(Nc1ccccc1)c1ccccc1)c1ccc(Cl)cc1 (centres undefined)	-6.7	9.7	13.5	-5.8
17	O=S(=O)(c1ccccc1Br)N1CCN(c2ncccn2)CC1	-12.4	0.8	-16.0	-1.6
18	Cc1ccc(CCNC(=O)C2CCN(S(=O)(=O)c3ccc4c(c3)oc(=O)n4C)CC2)cc1	-17.8	-2.2	6.2	-5.0
19	CCN(c1ccccc1)S(=O)(=O)c1ccc(OC)c(OC)c1	16.6	6.6	20.9	-10.0
20	O=C(NCC1CCCO1)c1ccc2ccccc2n1 (centres undefined)	-4.4	7.0	21.3	-5.7
21	COc1ccccc1NC(=O)c1c(C)nn(-c2ccccc2)c1Cl	-3.0	-7.7	7.3	1.4
22	Cc1ccc(C(=O)OCC(=O)N(C)c2c(N)n(Cc3ccccc3)c(=O)[nH]c2=O)s1	-1.8	4.2	12.5	-9.8
23	C=CCOC(=O)c1[nH]c2c(c1C)C(=O)CC(c1ccco1)C2 (centres undefined)	-1.4	5.2	.	9.8
24	COc1ccccc1C(=O)Nc1ccc(OCC(=O)N2CC(C)OC(C)C2)cc1 (centres undefined)	0.2	9.1	6.1	1.4
25	CCOC(=O)C1(CCCc2ccccc2)CCN(CC(O)CO)CC1 (centres undefined)	13.4	1.0	4.2	9.0
26	Cc1ccc(Cn2ccsc2=NC(=O)COC(=O)c2ccc(NC(=O)CC#N)cc2)cc1	-14.3	6.7	-4.1	-13.0
27	C(/CCc1ccccc1)=N\n1cnnc1	-48.1	-11.5	5.1	-3.0
28	COc1ccccc1NC(=O)CSc1ccc(-c2ccc(-n3ccnc3)cc2)nn1	-9.3	-2.9	-0.8	0.3
29	CCCCCCCCCCOC(=O)Cn1c(COc2ccccc2C)[n+](C)c2ccccc21	-31.4	-3.9	14.6	14.3
30	CC(=O)Oc1ccc(-c2csc(Nc3cccnc3)n2)cc1	-24.5	11.1	25.0	1.5

no.	GRIN3A LBD mod	MPTP block	PfG6PD inh	HKDC1 inhibitor
16	17.1*	51.5*	18.9	-2.6
17	-1.3	-1.1	11.9	-2.1
18	0.1	-0.4	-4.6	1.4
19	0.3	-5.1	-7.2	-9.3
20	-1.4	-1.2	-0.8	-4.1
21	-0.7	0.4	9.6	-1.6
22	-1.9	-1.7	-2.8	-6.5
23	-1.6	.	15.6	1.5
24	0.5	-1.9	9.0	6.0
25	-1.5	-2.5	-18.4	-3.0
26	0.5	0.2	5.3	-0.4
27	-4.6	-0.6	11.4	-6.8
28	0.8	0.5	14.9	0.2
29	31.0*	24.0	20.7	-0.5
30	-8.8	-0.5	26.3	2.3

no.	canonical_smiles	SENP6 block	SENP7 inh	SENP8 inh	ATG4B inh
31	COCCn1c(C)cc(C(=O)CSc2nc3ccccc3s2)c1C	53.9*	-7.9	1.6	-3.4
32	O=C(CSc1nc2ccccc2n1-c1ccccc1)NCC1CCCO1 (centres undefined)	0.8	-0.8	15.6	2.7
33	CCOC1CC(C)(C)NC(=S)N1 (centres undefined)	-1.1	1.2	22.6	-4.2
34	CC(C)NC(=S)NC(c1ccccc1)(c1ccccc1)c1ccccc1	-3.0	-2.1	18.9	0.9
35	CCc1ccc(CCC(=O)N2CCN(S(=O)(=O)c3sc(C(=O)O)c(C)c3C(=O)O)CC2)cc1	.	.	13.3	-10.3
36	CN1CCN(C(=O)CCNC(=O)Cn2ccc3ccccc3c2=O)CC1	-6.4	0.7	-3.3	-7.1
37	Nc1nc(SCC(=O)NCc2ccccc2Cl)[nH]c(=O)c1NC(=O)c1ccccc1F	-14.4	-1.3	-2.6	4.1
38	CC(Nc1n[nH]c(=S)[nH]c1=O)C(=O)OCc1ccccc1 (centres undefined)	-1.7	0.6	12.0	-7.4
39	CCC(C)c1ccc(N(C(=O)c2ccco2)C(C(=O)NC2CCCC2)c2cccnc2)cc1 (centres undefined)	-0.6	13.0	11.2	-0.9
40	Cc1cc(=O)[nH]c(N/N=C/c2cccs2)n1	0.2	-5.9	6.6	-1.5
41	Cc1cc(C(=O)NC(C)Cc2ccccc2)cc(C)c1[N+](=O)[O-] (centres undefined)	7.1	2.2	7.7	13.4
42	O=C(CNC(=O)c1ccco1)OCN1C(=O)c2ccccc2C1=O	0.1	4.4	10.1	-2.0
43	O=c1ccc2ccccc2n1Cc1cccc(F)c1	-15.1	-9.6	-9.8	-6.6
44	CC(=O)c1cn(CC(=O)NCc2ccco2)c2ccccc12	9.4	1.5	22.0	-11.8
45	CCOC(=O)C1(S(=O)(=O)c2ccc(Cl)cc2)CCN(Cc2ccccc2)CC1	0.1	2.3	10.0	-10.0

no.	GRIN3A LBD mod	MPTP block	PfG6PD inh	HKDC1 inhibitor
31	5.6	11.0	9.9	8.8
32	-2.9	-0.1	-15.5	2.4
33	-1.0	0.9	-0.8	8.1
34	-3.3	-0.7	15.3	-2.0
35	0.1	-1.0	-13.1	-5.4
36	2.5	-0.4	6.5	-0.2
37	-0.4	-1.0	-11.1	2.2
38	0.0	-1.4	-9.7	-7.7
39	0.8	0.3	-0.9	1.4
40	-7.7	-0.2	5.0	-10.0
41	-1.4	0.5	-12.1	5.2
42	-1.0	-0.5	0.0	-3.6
43	0.5	0.6	-5.4	-3.1
44	-0.8	-0.4	-13.4	-6.2
45	3.7	11.6	12.8	1.1

no.	canonical_smiles	SENP6 block	SENP7 inh	SENP8 inh	ATG4B inh
46	O=C1CC(c2cccc(O)c2)Oc2ccccc21 (centres undefined)	-5.4	6.9	10.8	-3.7
47	C/C(N)=C(/C#N)C(=O)COC(=O)C1Cc2ccccc2CN1S(C)(=O)=O (centres undefined)	4.5	5.3	5.3&2.9	-4.7&2.2
48	Cc1nc(N2CCN(Cc3ccccc3)CC2)c(C#N)c2c1COC(C)(C)C2	-9.6	7.0	-81.2	6.3
49	Cc1ccc(C(=O)N2CCC(C(=O)NCc3cccnc3)CC2)cc1	5.3	-4.4	9.5	17.6
50	CCc1c(C)nc2c(OC)cccc2c1SCCC(=O)O	15.0	-1.7	-275.6	2.5
51	Cc1onc(-c2ccccc2)c1C(=O)N1CCN(C(=O)c2ccco2)CC1	-62.2	-1.7	15.2	-6.2
52	COc1ccc(OCCCC(=O)OC(C)C(=O)Nc2ccccc2[N+](=O)[O-])cc1 (centres undefined)	-2.7	6.8	18.4	8.1
53	Oc1oc(-c2ccccc2)nc1C=Nc1ccccc1	-24.4	-5.3	-14.0	4.5
54	Cc1ccc(S(=O)(=O)CCSc2nccn2C)cc1	-9.7	12.9	12.6	4.1
55	CC(C)c1cc(C(=O)N/N=C/c2ccco2)n[nH]1	3.2	7.2	8.8	-4.9
56	COc1ccc(NC(=O)CSc2nc(N)c(NC(=O)c3cccs3)c(=O)[nH]2)cc1	-14.0	7.3	18.9	-6.6
57	CC(C)Cc1nnc(NC(=O)c2cc3c(s2)CCC3)s1	-0.1	2.6	-434.8	9.1
58	COc1ccccc1NC(=O)CSc1nnc(-c2ccco2)o1	-12.7	-2.8	1.9	-15.3
59	COc1cc2c(C(=O)O)c(C)n(-c3ccccc3)c2c2ccccc12	20.7	10.9	-168.1	5.6

no.	GRIN3A LBD mod	MPTP block	PfG6PD inh	HKDC1 inhibitor
46	6.6	-0.3	-10.2	-4.3
47	0.5&-1.6	-0.4&-1.5	-19.5&-2.5	-5.9&4.2
48	-3.0	-0.5	2.2	-5.6
49	1.1	-2.2	-8.9	-4.9
50	-1.5	-0.5	-17.8	-7.2
51	.	0.8	9.1	-14.3
52	1.1	0.5	0.5	-1.5
53	-31.6	-0.8	-4.8	-7.3
54	-1.5	0.9	-12.9	-0.8
55	-0.3	-1.0	2.2	-0.8
56	-0.7	0.9	-29.7	-6.9
57	-1.3	0.0	-6.5	5.7
58	-0.4	-2.4	6.3	-1.5
59	1.5	3.2	-19.8	12.6
